MOR-DOR inv ag = inverse agonist of human OPRM1-OPRD1 heterodimerization. P35372+P41143. cell-based MOR-DOR heterodimer luminescence, inverse agonism. inhibition, % at 9.3 µM. 0.21% of 340,000 active. AID 504357; in the data active means inhibition above about 22%, passing the limit was not always enough;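 further: 0% = cells with DMSO and 100% = wells without cells with DMSO; values of inactives mirror those of a sister screen read the other way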
Target sequence (P35372 whole entry, looked up): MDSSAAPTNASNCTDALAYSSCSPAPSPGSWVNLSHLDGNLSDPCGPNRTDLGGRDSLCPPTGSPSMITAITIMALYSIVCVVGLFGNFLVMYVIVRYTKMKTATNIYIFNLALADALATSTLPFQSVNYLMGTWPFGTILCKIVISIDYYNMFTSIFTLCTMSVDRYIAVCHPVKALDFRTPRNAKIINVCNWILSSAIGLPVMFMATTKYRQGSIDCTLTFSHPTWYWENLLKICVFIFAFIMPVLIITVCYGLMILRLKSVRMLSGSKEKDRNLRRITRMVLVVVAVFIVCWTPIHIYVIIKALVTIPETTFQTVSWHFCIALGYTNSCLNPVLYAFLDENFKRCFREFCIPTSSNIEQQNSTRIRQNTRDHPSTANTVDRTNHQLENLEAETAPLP
Target sequence (P41143 whole entry, looked up): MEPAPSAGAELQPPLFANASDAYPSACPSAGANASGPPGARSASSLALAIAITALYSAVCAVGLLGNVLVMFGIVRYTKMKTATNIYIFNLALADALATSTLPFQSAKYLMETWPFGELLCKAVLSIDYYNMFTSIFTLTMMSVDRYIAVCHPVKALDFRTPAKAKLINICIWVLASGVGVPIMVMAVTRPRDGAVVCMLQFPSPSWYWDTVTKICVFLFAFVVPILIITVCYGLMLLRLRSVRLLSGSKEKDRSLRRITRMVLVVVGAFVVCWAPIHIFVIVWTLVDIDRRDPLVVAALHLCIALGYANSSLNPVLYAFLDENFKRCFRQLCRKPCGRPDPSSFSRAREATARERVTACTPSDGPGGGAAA
OPRM1-OPRD1 ag = OPRM1-OPRD1 heterodimerization agonism; activation, % at 9.3 µM; cells, luminescence; 0.3% of 340,000 active; AID 504326; in the data active means activation above about 18%;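 further: 0% = vehicle-treated cells and 100% = reference agonist; values of inactives mirror those of a sister screen read the other way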
V-ATPase pHluor = yeast V-ATPase proton transport regulation by pHLuorin; 0.37% of 350,000 active; S. cerevisiae, pHLuorin cytosolic pH fluorescence; AID 504577; response, % at 10 µM; in the data active means response mostly above about 7.3%, no sharp cut-off; inactive means mostly below about 5.4%; further: actives read high; inactives centre near 0; some compounds called inactive have numbers as strong as hits; reference of the scale not given here
Cardiac RTF inh = cardiac RTF calcium desensitization. IANBD-labeled cardiac RTF, Ca2+ fluorescence. inhibition, % at 7.15 µM. P19429+P45379. 0.12% of 340,000 active;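 active means inhibition above the mean inhibition of all tested compounds plus 3 SD, cut at about 17% in these data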;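 further: assay run at fixed EC70 calcium of 1.6 mM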
Wnt bcat act = Wnt/beta-catenin pathway activation; 1.2% of 300,000 active; activation, % at 9.35 µM; Wnt/beta-catenin reporter cell assay, activator, plate reader; AID 743398; in the data active means activation above about 30%, passing the limit was not always enough;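 further: 0% = neutral control wells and 100% = positive control wells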
cardiac RTF act = cardiac RTF calcium sensitization; P19429+P45379; IANBD-labeled TnC RTF fluorescence at EC20 calcium; 0% EC20 calcium, 100% full calcium; activation, % at 7.2 µM; 0.24% of 340,000 active;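 active means activation above the mean over all tested compounds plus 3 SD, cut at about 30% in these data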;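 further: rise in fluorescence read as greater calcium sensitivity of cardiac thin filaments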
DSG3 Ab inh = human desmoglein-3 autoantibody binding inhibition; P32926; DSG3-coupled beads, scFv-anti-DSG3-GFP binding, flow cytometry; stronger effect = lower value; AID 588358; binding (percent of control), % at 10 µM; 0.48% of 310,000 active;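 active means binding more than 3 SD below its plate's average and above zero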;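 further: hits lower antibody fragment binding to DSG3; some compounds called inactive have numbers as strong as hits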
LANA DNA inh = blocks KSHV LANA C-terminal domain binding to DNA | AID 504423 | MBP-C-LANA/FAM-LBS DNA binding, fluorescence polarization | inhibition, % at 9 µM | 0.078% of 340,000 active;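 active means highest replicate inhibition at or above 60% at 9 µM, even if other replicates fall short; inactive means all replicates below 60% inhibition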;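 further: 0% = neutral control wells and 100% = 4 µM acridine orange control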
Arrestin-AP2 inh = human beta-arrestin and AP2 interaction inhibition; FITC-arrestin peptide / GST-AP2 beads, flow cytometry; AP2 beta2 appendage carries R879A mutation; inhibition, % at 10 µM; 0.31% of 340,000 active; AID 504490;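 active means inhibition above a set limit, near 3 SD of compounds lacking own fluorescence, cut at about 54% in these data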;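 further: plate controls were DMSO wells for no effect and 5 µM unlabelled arrestin peptide for full effect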
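Test system: GST-tagged AP2 beta2-adaptin appendage (R879A) on 4 µm glutathione beads; also added: fluorescein-tagged arrestin peptide at 50 nM final; timing: 12 min plus 1 h, RT; signal: flow cytometry, FL1 (488/535 nm); read-out: percent drop in bead-associated FITC signal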
Keap1 Nrf2 FP = inhibitors of human Keap1-Nrf2 protein-protein interaction; Q14145; Keap1 Kelch-Nrf2 peptide fluorescence polarization, 1536-well; inhibition, % at 9.4 µM; 0.15% of 340,000 active; in the data active means inhibition above about 12%;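 further: human Keap1 Kelch domain with fluorescein labeled Nrf2 9mer peptide probe; 0% = neutral control wells and 100% = peptide positive control; higher means more block of Keap1 binding to Nrf2 peptide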
Active calls of the source: *; . = not tested or not shown.

SMILES	MOR-DOR inv ag	OPRM1-OPRD1 ag	V-ATPase pHluor	Cardiac RTF inh	Wnt bcat act	cardiac RTF act	DSG3 Ab inh	LANA DNA inh	Arrestin-AP2 inh	Keap1 Nrf2 FP
CC(=O)Nc1ccccc1-c1ccc(C)o1	6	-1.1	-3	-5	6	3	119	0.0	1	-2
O=C(C1CCCO1)N1CCN(S(=O)(=O)c2cc(C(F)(F)F)ccc2Cl)CC1 (centres undefined)	7	-1.3	6	-10	2	1	102	-0.7	13	-4
COc1cc(/C=N\NC(=O)c2ccc(C)nc2)ccc1OC(=O)c1ccco1	21	-4.1	-3	12	2	-1	87	0.4	3	-5
Cc1ccc(N(CC(=O)NC2CCCC2)C(=O)CCC(=O)Nc2nc(C)cs2)cc1	12	-2.2	8	2	5	-4	109	-1.1	6	-4
CCOc1ccc(S(=O)(=O)N(C(=O)c2ccco2)c2cc3sc(=O)oc3c3ccccc23)cc1	-57	11	6	-2	.	0	.	0.9	-9	4
C=C[C@@H]1c2cc(C)ccc2N(S(=O)(=O)c2ccc(C)cc2)[C@H](c2ccc(OC(C)=O)cc2)C1(C#N)C#N	16	-2.7	0	-7	-16	1	104	-0.9	4	0
O=C(N/N=C\c1ccc(O)c([N+](=O)[O-])c1)c1ccccc1-n1cccc1	-5	0.9	1	-2	.	9	102	1.1	-2	-1
CC1(C)c2ccccc2N2CCC(=O)NC21/C=C/c1ccco1 (centres undefined)	.	.	-1	-15	.	2	101	-2.6	13	-20
COc1ccc(/C(N)=N/OC(=O)c2c(-c3ccccc3Cl)noc2C)cc1OC	-67	12	2	3	-5	-5	103	1.3	-14	2
O=C(CCCn1c(=O)oc2ccccc21)Nc1ccccc1	8	-1.6	1	-5	5	11	86	0.4	-8	4
COc1cccc(C(C(=O)NC2CCCC2)N(C(=O)c2ccco2)c2cccc(C(C)=O)c2)c1OC (centres undefined)	12	-1.9	1	-6	0	1	96	8.3	6	-2
Cc1c(NC(=O)C(C#N)=C2CCCCC2)c(=O)n(-c2ccccc2)n1C	12	-2.7	0	-7	0	-3	104	0.6	-1	0
CC(Cn1cncn1)C(=O)N1CCN(S(=O)(=O)c2ccccc2)CC1 (centres undefined)	7	-1.1	6	-19	2	-3	.	0.6	-5	-4
O=C(O)c1cc(S(=O)(=O)N2CCCCC2)sc1Cl	6	-0.9	-1	-10	-3	7	84	-2.0	4	0
CCN1C(=O)[C@H]2[C@H]3CN=C(SCc4ccc(C)cc4)N3[C@@](Cc3ccccc3)(C(=O)OC)[C@H]2C1=O	14	-2.9	-1	1	0	-7	111	-0.3	34	-2
CN(c1ccc(OC(=O)CN2C(=O)NC3(CCCC3)C2=O)cc1)S(=O)(=O)c1ccccc1	1	-0.2	4	-3	-3	0	95	0.8	0	1
CC(C)(C)C(=O)CNS(=O)(=O)c1ccc(S(=O)(=O)NC2CCCC2)cc1	-2	0.4	-3	-10	-1	0	96	0.4	-10	-6
CCCCn1c(N)c(N(CCOC)C(=O)c2ccc(C)o2)c(=O)[nH]c1=O	10	-1.5	4	-8	1	0	100	1.2	0	-6
CCOC(=O)C1=C(c2ccccc2)N(C)C(=O)NC1c1ccc(OC(F)F)c(OC)c1 (centres undefined)	-6	1.5	.	3	-3	-3	.	0.2	4	4
Cc1ccc(S(=O)(=O)CCC(=O)N2CCN(c3ccc([N+](=O)[O-])cc3)CC2)cc1	5	-1.0	-1	-13	-3	-4	105	-0.6	-5	-5
Cc1sc(NC(=O)C2CCCC2)c(C#N)c1C	-6	1.2	-1	-11	-1	6	81	0.7	24	-2
Cc1cc(C(=O)N/N=C/c2cccnc2)c2ccccc2n1	15	-2.3	8	-17	1	-2	96	1.6	-1	2
CC(C)Oc1ccc(CN2CCCC(CO)(Cc3ccc(F)cc3)C2)cc1 (centres undefined)	-25	5.0	-8	-1	-4	-1	103	-1.1	-12	-3
CC(CC(=O)Nc1nnc(CC(C)(C)C)s1)c1ccccc1 (centres undefined)	-41	7.9	-1	-10	0	1	112	.	-8	7
O=c1cc(C(F)(F)F)nc(SC/C=C/c2ccccc2)[nH]1	-11	2.1	-2	0	.	8	99	-0.8	-9	-2
Other compounds.
SMILES	MOR-DOR inv ag	OPRM1-OPRD1 ag	V-ATPase pHluor	Cardiac RTF inh	Wnt bcat act	cardiac RTF act	DSG3 Ab inh	LANA DNA inh	Arrestin-AP2 inh	Keap1 Nrf2 FP
Cc1sc2ncnc(NCC3CCCO3)c2c1C (centres undefined)	8	-1.4	3	-9	.	-5	98	3.6	4	0
COC(=O)/C(=C/c1c[nH]c2ccccc12)NC(C)=O	5	-0.7	-1	-11	.	-1	105	1.0	-1	1
CC(=O)c1ccc(NC(=O)NNS(=O)(=O)c2ccc([N+](=O)[O-])cc2)cc1	-12	2.3	1	7	1	0	99	-1.1	-2	2
CN(C)c1cccc(C(=O)Nc2cccc(S(=O)(=O)NC3=NCCC3)c2)c1	6	-1.1	0	-4	9	-3	102	-1.2	10	-3
Cc1cc(NC(=O)CN2C(=O)/C(=C/c3ccccc3F)SC2=S)no1	-24	3.0	-2	-10	1	-2	126	2.4	32	3
COc1ccc(-c2cc(CCCC(=O)N3CCN(c4ccc(OC)cc4)CC3)no2)cc1	-10	1.7	-3	-4	-2	-2	84	0.1	-4	3
C=CCn1c(SCC(=O)NC(=O)NCCC)nnc1C1CCCCC1	6	-1.0	2	-3	.	5	117	-0.4	1	-8
CCCn1nnc(NC(=O)C(c2ccccc2)c2ccccc2)n1	14	-2.5	1	1	-1	7	104	-1.3	-2	-2
CCCNC(=O)COc1coc(CN2CCN(Cc3ccccc3)CC2)cc1=O	11	-2.0	0	0	-1	5	.	0.0	1	-4
CC(C)NCC(O)COCCOc1ccc(Br)cc1 (centres undefined)	4	-0.8	-2	-5	.	-1	122	0.8	-9	5
Cc1ccc([N+](=O)[O-])cc1NC(=O)c1ccc2c(c1)OCO2	6	-1.1	0	-1	-1	2	99	1.7	-2	4
Cc1nnc(SCC(=O)Nc2ccc(S(=O)(=O)N3CCCC3)cc2)n1N	6	-1.2	-2	-12	-2	13	.	0.7	-13	-2
CCc1nnc(NC(=O)c2cnccn2)s1	6	-1.0	5	3	.	0	.	0.2	-7	-1
CSc1ccc(C2(O)Cc3cccc[n+]3C2c2ccccc2)cc1 (centres undefined)	8	-1.6	-3	-6	1	-2	85	-0.9	9	1
CCOC(=O)[C@H]1[C@H]2COc3cc(OC)ccc3[C@@H]2N2C(=O)c3ccc(C)cc3NC(=O)[C@@]12C	11	-2.1	2	0	0	7	106	-0.8	-5	-8
CCOC(=O)COc1c(/C=N\O)cc(Cl)cc1OC	22	-4.7	-3	-3	-2	-1	108	4.3	.	-2
CCn1c(CN2CCN(C(=O)c3ccco3)CC2)nc2c1c(=O)n(C)c(=O)n2C	6	-1.3	2	-9	-1	-1	96	-2.1	-6	-6
Cc1ccc(-c2cc(C(=O)N/N=C\c3cnn(C)c3C)c3ccccc3n2)cc1C	4	-0.6	-1	8	3	0	79	-2.0	-1	0
COc1ccc(N2C(=O)c3ccccc3NC2c2ccc(NC(C)=O)cc2)c(OC)c1 (centres undefined)	5	-0.8	1	9	1	-9	.	0.1	17	1
Cc1nn(C)c(C)c1CN(C(=O)C1CCC(=O)N(C2CCCCCC2)C1)C(C)C (centres undefined)	13	-2.5	-1	-10	12	0	96	-1.6	-4	-2
COc1cccc(Cn2c(=O)sc3ccccc3c2=O)c1	12	-2.4	4	-7	-3	0	96	2.0	-8	2
Cc1ccc(C(C)C)c(OCC(=O)Nn2c(C)nc3ccccc3c2=O)c1	6	-1.3	3	-8	.	1	106	1.1	11	1
C=CCC[C@@H](Cc1ccc(F)cc1)C(=O)OC[C@H](Cc1c[nH]c2ccccc12)NC(=O)[C@H](CC=C)CC(=O)N(CCO)Cc1ccccc1	-8	1.8	0	0	-24	2	96	0.4	-15	-2
Cc1ccc(OCC(=O)OC2CCCN(C)C2)cc1 (centres undefined)	-16	2.2	1	-6	1	2	96	-0.7	1	-4
CCCCN(CCCC)S(=O)(=O)c1ccc(NS(=O)(=O)c2ccc(NC(C)=O)cc2)cc1	10	-1.8	-1	2	-3	1	101	-0.1	-3	1
Other results follow.
SMILES	MOR-DOR inv ag	OPRM1-OPRD1 ag	V-ATPase pHluor	Cardiac RTF inh	Wnt bcat act	cardiac RTF act	DSG3 Ab inh	LANA DNA inh	Arrestin-AP2 inh	Keap1 Nrf2 FP
CC(C)c1ccccc1OCC(=O)Nc1ccc2[nH]ncc2c1	-5	1.0	3	-3	2	2	113	-0.8	19	5
Clc1ccc2nncn2n1	-10	1.4	-2	13	-1	-3	106	-0.6	10	-5
Cc1ccc(NC2CCCN(C(=O)c3ccccc3-c3ncc[nH]3)C2)cc1C (centres undefined)	24	-4.8	-3	-3	0	0	116	-0.7	30	3
CCOC(=O)c1cc(C)nc(N2CCCCC2)c1C#N	-12	2.4	4	3	-1	-4	.	0.5	42	-1
NNC(=O)c1ccc(Oc2cc(Cl)cc(Cl)c2)o1	-1	0.1	-3	1	-2	4	109	0.7	-6	-2
O=C(NCc1ccc(Cl)cc1)C1CCN(c2nnc(N3CCCC3=O)s2)CC1	2	-0.3	-2	2	0	-3	89	0.7	-2	4
COc1ccc(-c2coc3cc4oc(=O)cc(-c5ccccc5)c4cc23)cc1F	6	-0.9	0	2	3	-4	86	1.0	15	2
CC1=C(C(=O)OCC2CCCO2)C(c2ccccc2)NC(=O)N1 (centres undefined)	4	-0.7	-1	-4	1	3	98	-1.0	9	0
CN1CCN(NC(=O)c2c(-c3ccccc3)sc3ccccc23)CC1	1	-0.2	1	-18	5	2	101	-0.4	-9	-5
CNC(=O)CS(=O)(=O)CC(=O)Nc1cc(OCCOC)c(Cl)cc1Cl	.	.	0	.	0	.	106	-0.2	5	-1
Cc1c(C(=O)N2CCCCC2)c(S(=O)(=O)N2CCc3ccccc32)c(C)n1C	17	-3.3	-2	-8	-2	-2	102	0.3	36	-2
COc1cccc2c3c(c(C)nc12)CCN3c1ccccc1	8	-1.6	0	1	-1	2	115	-2.8	-18	-6
Cc1ccc(CCN2CC(C(=O)NCCCN(C)Cc3ccccc3)CC2=O)cc1 (centres undefined)	7	-1.3	-3	3	-1	2	100	-0.5	-4	-6
O=C(CN1CCN(CC(=O)Nc2ccccc2Cl)CC1)NCC1(N2CCOCC2)CCCCC1	-2	0.3	0	-20	-5	6	108	0.1	-3	-1
CCOc1ccc2nc(N3CCC(C(=O)N4CCN(C5CCCCC5)CC4)CC3)sc2c1	1	-0.2	-4	-4	-4	6	104	0.2	2	-2

As a working copy, 2 of the compounds above:
SMILES	MOR-DOR inv ag	OPRM1-OPRD1 ag	V-ATPase pHluor	Cardiac RTF inh	Wnt bcat act	cardiac RTF act	DSG3 Ab inh	LANA DNA inh	Arrestin-AP2 inh	Keap1 Nrf2 FP
CN1CCN(NC(=O)c2c(-c3ccccc3)sc3ccccc23)CC1	1	-0.2	1	-18	5	2	101	-0.4	-9	-5
CNC(=O)CS(=O)(=O)CC(=O)Nc1cc(OCCOC)c(Cl)cc1Cl	.	.	0	.	0	.	106	-0.2	5	-1

Assay outcomes deposited in PubChem by several laboratories.
